High-throughput results: PubChem, National Center for Advancing Translational Sciences (NCATS)
USP1-UAF1 inh – inhibitors of human USP1/UAF1 deubiquitinase; recombinant USP1/UAF1, Ub-Rhodamine cleavage fluorescence; Potency, µM (titrated, usually from 57.1 µM), without a hit: at the top dose activity change, negative = inhibition, usual class: inhibitors; 0.23% of 390,000 active; also: potency is read from the fitted curve at half-maximal effect; % is scaled to controls: 0 for no effect and ±100 for the full control effect; nearly all actives have a fitted effect of over 60% in size; inactives centre near -12
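High-throughput fluorogenic screen: 1nM USP1/UAF1 complex, Ub-Rho substrate 150nM final, 50mM HEPES pH 7.8 with 0.5mM EDTA, 0.1 mg/ml BSA, 1mM TCEP and 0.01% Tween-20.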
TrxR1 substrate – is turned over as a substrate by rat TrxR1 | O89049 | purified TrxR1 substrate turnover, NADPH consumption readout | Potency, µM (top dose mostly 114 µM), for the others: at the highest dose activity change, negative = substrate turnover | 0.01% of 390,000 active; also: potency is read from the fitted curve at half-maximal effect; % is scaled to controls: 0 for no effect and ±100 for the full control effect; nearly all actives have a fitted effect of over 50% in size
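Rat TrxR1, dispensed at 90 nM, was prereduced with 400 uM NADPH (final) for 5 min at ~22 deg C, then incubated with compound 15 min before 400 uM selenite. A first-read NADPH fluorescence drop versus no-compound background flagged substrates.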
D2 ag – D2 dopamine receptor (human) agonism. P14416. HEK293 T-REx D2 cells, calcium flux agonist mode. activation, % at 2 µM. 0.53% of 340,000 active. AID 485358;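 active = activation over 3 SD above normal in the single-dose calcium agonist read, cut at about 30% in these data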; also: 0% is about no effect
Target sequence (P14416 whole entry, looked up): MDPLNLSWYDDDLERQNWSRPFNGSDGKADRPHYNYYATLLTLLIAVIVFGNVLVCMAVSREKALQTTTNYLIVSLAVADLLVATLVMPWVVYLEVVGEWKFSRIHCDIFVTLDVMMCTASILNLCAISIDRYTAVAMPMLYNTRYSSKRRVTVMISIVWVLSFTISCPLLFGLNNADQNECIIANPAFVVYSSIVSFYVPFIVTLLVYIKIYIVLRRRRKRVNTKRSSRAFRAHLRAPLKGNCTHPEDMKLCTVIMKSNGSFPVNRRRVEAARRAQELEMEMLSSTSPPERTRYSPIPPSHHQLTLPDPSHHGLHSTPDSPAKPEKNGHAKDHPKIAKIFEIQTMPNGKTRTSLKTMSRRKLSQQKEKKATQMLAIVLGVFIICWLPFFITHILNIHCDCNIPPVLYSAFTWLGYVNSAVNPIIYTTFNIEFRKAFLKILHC
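In this primary screen, compounds producing a positive calcium signal within 180 s of addition to tetracycline-induced, force-coupled HEK293 Trex D2 cells are flagged; cells are dye-loaded with a no-wash calcium kit beforehand.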
TRHR ag – TRH receptor (human) agonism; TRHR cells, calcium flux fluo-8, FDSS agonist mode; activation, % at 2 µM; 0.18% of 360,000 active; in the data active = activation above about 30%; also: 0% is about no effect
Target sequence (P34981 whole entry, looked up): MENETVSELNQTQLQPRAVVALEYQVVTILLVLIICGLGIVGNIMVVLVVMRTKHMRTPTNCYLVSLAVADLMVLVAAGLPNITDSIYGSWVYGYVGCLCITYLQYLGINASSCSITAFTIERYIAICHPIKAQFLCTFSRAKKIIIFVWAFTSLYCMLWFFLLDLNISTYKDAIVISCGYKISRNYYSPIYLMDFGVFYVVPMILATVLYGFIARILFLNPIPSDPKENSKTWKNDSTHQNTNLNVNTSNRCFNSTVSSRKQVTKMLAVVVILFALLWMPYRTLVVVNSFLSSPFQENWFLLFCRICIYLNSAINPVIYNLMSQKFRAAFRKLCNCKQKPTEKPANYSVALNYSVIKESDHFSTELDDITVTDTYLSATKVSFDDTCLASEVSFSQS
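In this calcium-flux screen, cells bearing human TRHR are dye-loaded with fluo-8, baselined for 10 cycles, then exposed to library compounds; positive kinetic calcium responses during the agonist phase mark hits, with TRH as control.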
mIDH1 inhibitor – blocks human mutant IDH1 R132H enzyme; O75874; IDH1-R132H enzyme, NADPH consumption, diaphorase/resazurin fluorescence; Potency, µM (top dose mostly 76.6 µM), for the others: at the highest dose activity change, negative = inhibition, hits mostly inhibitors; 0.093% of 390,000 active; AID 602179; also: potency is read from the fitted curve at half-maximal effect; % is scaled to controls: 0 for no effect and ±100 for the full control effect; nearly all actives have a fitted effect of over 65% in size
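IDH1-R132H (0.5 ug/mL dispensed) in pH 7.5 Tris buffer was preincubated 30 min with compound, then given a substrate mix of 0.016 mM NADPH and 2 mM alpha-KG for 80 min at room temperature; remaining NADPH was read by diaphorase/resazurin fluorescence.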
TRHR enhancer – TRH receptor (human) allosteric enhancement. AID 493056. 0.66% of 360,000 active. enhancement, % at 2 µM. P34981. TRHR cells, fluo-8 calcium fluorescence, EC20 TRH enhancement; in the data active = enhancement above about 30%; also: 0% is about no effect
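TRHR-expressing cells loaded with fluo-8 calcium dye were read kinetically (ex 480/em 530) during compound addition, then stimulated with an EC20 of TRH (10 nM final). Enhancement of the Gq-mediated intracellular calcium response was scored.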
rTrxR1 inhibitor – blocks rat thioredoxin reductase 1; O89049; recombinant rTrxR1, NADPH fluorescence consumption, selenite substrate; Potency, µM (titrated, usually from 114 µM), for the others: at the top dose activity change, negative = inhibition, hits mostly inhibitors; 1% of 390,000 active; AID 588453; also: potency is read from the fitted curve at half-maximal effect; % is scaled to controls: 0 for no effect and ±100 for the full control effect; nearly all actives have a fitted effect of over 65% in size
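Rat TrxR1 (90 nM in the dispensed reagent) was pre-reduced with 400 uM NADPH for 5 min at room temperature, then incubated with compound for 15 min. After 400 uM selenite was added, NADPH fluorescence (Ex 340/Em 450 nm) was followed for 8 min.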
D2 antag – antagonizes the human D2 dopamine receptor | 2% of 340,000 active | AID 485344 | inhibition, % at 10 µM | HEK293 TREx D2 cells, calcium flux, dopamine EC80; in the data active = inhibition above about 30%; also: 0% is about no effect
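Calcium flux kinetic readout in an inducible HEK293 TREx D2 line plated overnight at 30 C. After 180 s compound exposure, an EC80 dopamine challenge follows with another 180 s kinetic read to detect antagonism.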
PI4K2A block – PI4K2A (human) kinase inhibition | purified PI4K2A, ADP-Glo luminescence, 1 h; active compounds read low | activity change, negative = inhibition, % at 76.9 µM | 0.13% of 420,000 active; in the data active = activity change below about -50%; inconclusive = mostly about -30% to -49%;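 also: -100% = wells without enzyme as full effect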
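PI4K2A activity was measured by ADP-Glo luminescence: enzyme (4 ug/mL stock) and phosphatidylinositol (1.2 mM stock) in Tris pH 7.5/MgCl2/EGTA/Triton X-100 buffer were reacted with ATP (300 microM stock) for one hour at ambient temperature.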
* marks the source's active call; other numbers are inactive results; ? = inconclusive; . = no result given; [ ] = another dose, or the depositor's remark. Unless noted, calls follow the shape of the dose curve; as a rule, active = well fitted inhibition curve with a large enough effect; inconclusive = small, poorly fitted or top-dose-only effect; inactive = no such curve, though single readings can be large or run the other way.

No.	Compound	USP1-UAF1 inh	TrxR1 substrate	D2 ag	TRHR ag	mIDH1 inhibitor	TRHR enhancer	rTrxR1 inhibitor	D2 antag	PI4K2A block
1	Cc1ccn2c(=O)nc(SCC(=O)NCc3ccccc3Cl)nc2c1	1%	2%	-0.5	0.4	-1%	4	3%	5	-15
2	CC(C)(C)NC(=O)c1sccc1C(=O)O	-6%	5%	4.2	-0.3	6%	2	11%	9	3
3	Cc1ccccc1C(=O)Nc1nnc(-c2ccc(C(C)(C)C)cc2)s1	-21%	7%	0.1	-0.3	-2%	12	0%	-9	-2
4	O=c1[nH]n(-c2ccc([N+](=O)[O-])cc2)c(=O)c2ccccc12	-24%	1%[57.1 µM]	0.5	1.7	20%	-2	21%[57.1 µM]	-16	-2
5	FC(F)C(F)(F)c1cc(-c2ccc(Cl)cc2)n[nH]1	?	-7%	-1.3	-0.9	15%	5	10%[57.1 µM]	6	-2
6	COC(=O)c1cc(NC(=O)Cn2ncc3c([nH]c4ccccc43)c2=O)cc(C(=O)OC)c1	?	-3%	0.1	0.6	1%	0	16%	.	0
7	COCCNC(=O)CN(Cc1ccc(OC)cc1)C(=O)CCC(=O)Nc1nccs1	-12%	17%	0.5	0.3	6%	-2	50%[activator]	-7	4
8	CC(C)(C)c1nnc(NS(=O)(=O)c2ccc(F)cc2)s1	-22%	6%	.	.	10%	.	6%	.	-1
9	CCOC(=O)C1CCN(C(=O)CN(c2ccc(OC)cc2)S(=O)(=O)c2c(C)noc2C)CC1	?	3%	.	1.3	-3%	1	17%	.	-3
10	CCCCN(C(=O)CN1C(=O)C2CCCCC2C1=O)c1c(N)n(CCCC)c(=O)[nH]c1=O (configuration not stated)	-11%	-1%[57.1 µM]	-0.9	0.0	-3%	8	5%[57.1 µM]	-16	-4
11	c1ccc(-c2noc(CSc3nc4ccccc4o3)n2)cc1	-19%	-8%	-0.7	0.0	5%	-2	-9%	-3	-2
12	O=C1CC(SCCO)C(=O)N1c1ccccc1 (configuration not stated)	1%	-9%	0.8	-0.2	-4%	-5	9%	1	-1
13	COc1cc(C2CC(=O)Oc3cc4c(cc32)OCO4)cc(OC)c1OC (configuration not stated)	-9%	-5%	.	.	4%	.	9%	.	-5
14	CN(C)/C(=N\S(=O)(=O)c1ccccc1)c1ccc(Cl)cc1	-11%	11%	0.1	0.1	21%	2	33%	-14	3
15	COc1ccc(C(=O)C2C(c3ccc(-c4ccccc4[N+](=O)[O-])o3)NC(=O)NC2(O)C(F)(F)F)cc1 (configuration not stated)	?	-7%	-1.0	0.0	5%	0	?	5	-3
16	CCn1c(SCC(=O)c2c[nH]c3ccccc23)nnc1-c1cccs1	-3%	-5%	.	1.1	16%	-5	-6%	.	11
17	COc1ccc(-c2nnnn2CCc2ccccc2)cc1	4%	4%[57.1 µM]	-0.2	-0.3	-2%	0	16%[57.1 µM]	-24	2
18	O=C(CCn1nc(-c2ccc(Cl)cc2)ccc1=O)N1CCN(c2ccccc2)CC1	-25%	-3%	-0.2	-1.5	-8%	8	5%	4	-1
19	COc1ccc(C2C(C#N)=C(N)N(N(C)C)C3=C2C(=O)CC(C)(C)C3)cc1OC (configuration not stated)	-19%	4%[57.1 µM]	0.7	0.9	-10%	-1	24%[57.1 µM]	1	1
20	CCCCn1c(CCC(=O)O)nc2cc(S(=O)(=O)N3CCCC3)ccc21	0%	-9%	.	.	-1%	.	-3%	.	-1
21	CCOc1ccc(C2C3=C(Nc4nc(N)[nH]c(=O)c42)c2ccccc2C3=O)cc1 (configuration not stated)	-5%	-5%	.	-0.3	0%	1	-16%	.	-28
22	COc1ccc(-c2ccnc3nc(Sc4ncc(C(F)(F)F)cc4Cl)nn23)cc1	-15%	409%[activator]	3.2	-0.1	9%	7	107%[activator]	-18	1
23	O=C(Nc1nccs1)c1cc2sccc2n1Cc1ccc(Cl)cc1	-19%	3%	1.1	0.5	12%	-3	15%	-7	0
24	Cc1ccsc1C(=O)NCCc1nnc2ccccn12	-26%	0%	-0.1	-0.1	2%	4	11%	-6	1
25	CCn1c(SCC(=O)Nc2c(C#N)cnn2-c2ccccc2)nnc1-c1cccs1	2%	0%[57.1 µM]	-0.9	0.5	0%	-5	-4%[57.1 µM]	-2	-3
26	CCN(C(=O)c1cnc(NC(C)C)cc1C(F)(F)F)c1ccc(Cl)cc1	-20%	13%	-0.1	1.2	5%	-17	2%[57.1 µM]	3	-1
27	COc1ccc(NC(=O)CCNC(=O)Cn2cnc3sc4c(c3c2=O)CCCC4)c(OC)c1	?	5%[0.457 µM]	0.5	-0.1	9%	-10	20%[0.457 µM]	-31	1
28	C=CCNC(=O)c1oc2ccc(S(=O)(=O)N(CC)CC)cc2c1C	-20%	9%	0.2	0.6	9%	3	13%	-5	-1
29	CCC(C)(C)NC(=O)CN(CC1CCCO1)C(=O)CCC(=O)Nc1nccs1 (configuration not stated)	-3%	7%[57.1 µM]	-0.2	0.3	5%	4	12%	-10	5
30	CCN(C(=O)c1ccc(S(=O)(=O)N2CCOCC2)cc1)C1CCS(=O)(=O)C1 (configuration not stated)	-17%	4%	0.1	0.5	4%	9	8%	6	-2
31	Cc1ccc2nc(COc3ccc(NC(=O)COc4ccccc4F)cc3)cc(=O)n2c1	-12%	-2%[57.1 µM]	2.2	0.3	9%	0	-1%[57.1 µM]	.	-4
32	COc1cc(-c2nnc(-c3cc(OC)c(OC)c(OC)c3)o2)cc(OC)c1OC	-22%	26%[57.1 µM]	.	-0.8	0%	1	21%[57.1 µM]	8	4
33	Cc1cc(NC(=O)c2ccc(C)c([N+](=O)[O-])c2)no1	-12%	-10%[57.1 µM]	-0.8	-0.3	5%	-2	14%[57.1 µM]	-3	1
34	CCCOC(=O)NC1C(NC(=O)OCCC)N(C)C(=O)N1C (configuration not stated)	-10%	0%	0.5	-1.6	6%	17	-5%	-5	3
35	COc1ccc(CCC(=O)NCc2cn3ccsc3n2)cc1	5%	-4%	.	.	-2%	.	14%	.	-3
36	S=C(NCc1ccccn1)Nc1ccc(Cl)cc1Cl	-7%	1%	0.3	0.7	-1%	3	3%[57.1 µM]	1	-19
37	COC(=O)C1=C(Cn2cnc3ccccc32)NC(=O)NC1c1cc(C)ccc1C (configuration not stated)	-2%	-9%	0.8	0.0	-3%	12	-5%[57.1 µM]	-9	0
38	Cc1ccc(CN2CCC(c3cc(-c4ccc(Cl)cc4)n[nH]3)CC2)cc1	-21%	0%	2.1	1.4	4%	-1	23%	3	2
39	CC(C)Cn1c(N)c(C(=O)COC(=O)c2ccccc2Cl)c(=O)n(C)c1=O	-20%	0%[57.1 µM]	4.3	0.9	4%	3	0%[57.1 µM]	19	8
40	O=C(NC(=O)N1CCN(c2ccc([N+](=O)[O-])cn2)CC1)c1ccccc1F	-16%	-9%	0.1	0.2	6%	-2	-15%	9	10
41	O=C(Nc1csc(Cc2c(Cl)cccc2Cl)n1)NN1CCOCC1	-5%	1%	-1.2	-1.1	0%	-7	12%	3	4
42	COc1ccc(/C=N/Nc2ccccn2)cc1O	-15%	-8%	.	-0.2	6%	4	0%	.	-5
43	O=C(NCCCNc1ccc(C(F)(F)F)cc1[N+](=O)[O-])c1ccc(F)cc1	-9%	0%	-0.1	-1.2	0%	-4	8%	12	3
44	CSc1cc(-c2ccco2)oc1C(=O)c1ccco1	-26%	5%	.	.	4%	.	1%	.	1
45	CCOc1ccc(OCCC(=O)OCC(=O)N(CC)c2c(N)n(Cc3ccccc3)c(=O)[nH]c2=O)cc1	-16%	0%	.	.	-2%	.	17%	.	2
46	COc1ccc(C(=O)OCC(=O)N2CC(=O)Nc3ccccc32)cc1Br	-3%	-13%	0.2	-0.2	-1%	-2	-11%	13	0
47	O=C(CN1CCN(c2ccccc2)CC1)Nc1c(C(=O)C2CC2)oc2ccccc12	-2%	-3%	2.3	0.1	9%	-2	8%	3	-5
48	CN(C)C(CNS(=O)(=O)c1ccc(F)cc1)c1cccnc1 (configuration not stated)	-18%	12%[57.1 µM]	0.7	0.1	-8%	-3	16%[57.1 µM]	19	-5
49	Cc1cc(C)c(NC(=O)CN2CCN(C)CC2)c(C)c1	-16%	8%[57.1 µM]	0.7	-0.8	-10%	32*	15%[57.1 µM]	-3	-6
50	Cc1ccc([N+](=O)[O-])cc1S(=O)(=O)N1CCN(C)CC1	-23%	1%[57.1 µM]	0.6	0.3	-14%	-2	6%[57.1 µM]	4	1

Six entries out of the list, sorted by heavy-atom count, lowest first:
No.	Compound	USP1-UAF1 inh	TrxR1 substrate	D2 ag	TRHR ag	mIDH1 inhibitor	TRHR enhancer	rTrxR1 inhibitor	D2 antag	PI4K2A block
50	Cc1ccc([N+](=O)[O-])cc1S(=O)(=O)N1CCN(C)CC1	-23%	1%[57.1 µM]	0.6	0.3	-14%	-2	6%[57.1 µM]	4	1
41	O=C(Nc1csc(Cc2c(Cl)cccc2Cl)n1)NN1CCOCC1	-5%	1%	-1.2	-1.1	0%	-7	12%	3	4
39	CC(C)Cn1c(N)c(C(=O)COC(=O)c2ccccc2Cl)c(=O)n(C)c1=O	-20%	0%[57.1 µM]	4.3	0.9	4%	3	0%[57.1 µM]	19	8
37	COC(=O)C1=C(Cn2cnc3ccccc32)NC(=O)NC1c1cc(C)ccc1C (configuration not stated)	-2%	-9%	0.8	0.0	-3%	12	-5%[57.1 µM]	-9	0
31	Cc1ccc2nc(COc3ccc(NC(=O)COc4ccccc4F)cc3)cc(=O)n2c1	-12%	-2%[57.1 µM]	2.2	0.3	9%	0	-1%[57.1 µM]	.	-4
45	CCOc1ccc(OCCC(=O)OCC(=O)N(CC)c2c(N)n(Cc3ccccc3)c(=O)[nH]c2=O)cc1	-16%	0%	.	.	-2%	.	17%	.	2
